Jurkat tox 60K = cytotoxicity toward Jurkat T cells, primary screen, cytotoxicity control, cell-based, Jurkat E6.1, 60K MLSMR library | Jurkat E6.1 viability, ATP luminescence, 48 h | inhibition, % at 4 µM | 1.2% of 56,000 active | AID 463, 2006;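 active = inhibition above the mean inhibition of all tested compounds plus 3 SD, cut at about 28% in these data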
HEK293 NFkB inh = inhibitors of PMA/ionomycin-induced NF-kB reporter, primary screen, antigen receptor NF-kB inhibitor project, cell-based, HEK-293 luciferase reporter, luminescence | inhibition, % at 3 µM | 0.21% of 62,000 active | HEK-293 NF-kB luciferase reporter;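 active = inhibition above the mean of all tested compounds plus 3 SD, cut at about 40% in these data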;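 note: 0% = stimulated DMSO wells and 100% = 10 µM reference inhibitor 5653914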
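Timing: 1 h pretreatment, 16 h stimulation, 37 °C; system: HEK-293 cells with stable firefly luciferase reporter driven by four HIV NF-kB elements; doses: 3 µM once, 0.30% DMSO; measured by: luciferase luminescence; control set: DMSO and 10 µM reference inhibitor; repeats: single test; reagent: PMA plus ionomycin mix as NF-kB-activating stimulus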
JNK3 inh = JNK3 kinase activity inhibitors, primary screen, biochemical, human, purified enzyme. AID 746, 2007. inhibition, % at 8 µM. HTS. 0.61% of 60,000 active. Mitogen-activated protein kinase 10 (Homo sapiens), P53779; in the data active = inhibition above about 17%;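 note: 0% = DMSO and 100% = reference inhibitor; many of its hits are not listed in these tables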
ROCK2 inh = inhibitors of human ROCK2 kinase, primary screen, biochemical, high-throughput, luminescence; 0.35% of 60,000 active; purified ROCK2, Kinase-Glo ATP depletion luminescence; inhibition, % at 6 µM;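 active = inhibition above the screen-wide mean inhibition plus 3 SD, cut at about 18% in these data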;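 note: plate controls were DMSO wells for no effect and Y-27632 control wells after no-enzyme background subtraction for full effect; many of its hits are not listed in these tables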
Target sequence (O75116 whole entry, looked up): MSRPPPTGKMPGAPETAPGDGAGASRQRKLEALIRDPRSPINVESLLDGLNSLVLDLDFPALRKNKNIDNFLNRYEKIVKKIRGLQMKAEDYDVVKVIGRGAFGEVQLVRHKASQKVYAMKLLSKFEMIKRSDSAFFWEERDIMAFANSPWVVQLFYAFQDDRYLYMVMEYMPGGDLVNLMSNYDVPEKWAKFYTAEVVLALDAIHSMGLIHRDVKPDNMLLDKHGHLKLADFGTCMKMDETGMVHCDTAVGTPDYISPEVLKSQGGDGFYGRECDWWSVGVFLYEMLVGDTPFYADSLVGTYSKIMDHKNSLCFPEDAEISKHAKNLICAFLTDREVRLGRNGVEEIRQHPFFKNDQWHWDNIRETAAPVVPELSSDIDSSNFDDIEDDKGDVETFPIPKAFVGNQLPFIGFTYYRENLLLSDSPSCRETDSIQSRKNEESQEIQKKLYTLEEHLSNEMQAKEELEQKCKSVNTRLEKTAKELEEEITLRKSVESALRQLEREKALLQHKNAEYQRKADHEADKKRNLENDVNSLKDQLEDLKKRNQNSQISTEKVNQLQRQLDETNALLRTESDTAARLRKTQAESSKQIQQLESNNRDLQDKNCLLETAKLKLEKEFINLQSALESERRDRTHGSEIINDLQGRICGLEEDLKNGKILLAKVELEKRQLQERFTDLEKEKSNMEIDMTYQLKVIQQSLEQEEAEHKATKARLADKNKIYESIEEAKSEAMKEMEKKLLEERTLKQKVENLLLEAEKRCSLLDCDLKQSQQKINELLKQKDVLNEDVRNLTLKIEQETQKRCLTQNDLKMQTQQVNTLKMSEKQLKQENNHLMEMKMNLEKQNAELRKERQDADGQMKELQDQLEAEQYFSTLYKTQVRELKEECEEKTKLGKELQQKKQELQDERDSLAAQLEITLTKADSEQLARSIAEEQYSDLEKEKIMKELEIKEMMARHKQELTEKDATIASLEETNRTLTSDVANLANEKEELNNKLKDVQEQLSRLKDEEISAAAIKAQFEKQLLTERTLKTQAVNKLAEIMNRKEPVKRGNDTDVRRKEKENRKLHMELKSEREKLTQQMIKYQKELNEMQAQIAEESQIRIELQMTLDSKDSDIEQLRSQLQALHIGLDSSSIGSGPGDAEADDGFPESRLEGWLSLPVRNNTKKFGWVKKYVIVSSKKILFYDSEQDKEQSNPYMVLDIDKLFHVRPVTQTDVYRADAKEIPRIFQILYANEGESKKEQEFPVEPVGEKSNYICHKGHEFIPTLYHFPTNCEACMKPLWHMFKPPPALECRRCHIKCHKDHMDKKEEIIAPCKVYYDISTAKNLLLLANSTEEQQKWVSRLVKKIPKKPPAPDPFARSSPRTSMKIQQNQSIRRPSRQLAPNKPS
MKP-1 inh = MKP-1 phosphatase inhibitors, primary screen, biochemical, in vitro; Dual specificity protein phosphatase 1 (Homo sapiens), P28562; recombinant MKP-1, OMFP hydrolysis fluorescence; inhibition, %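 (compounds tested at a single concentration somewhere between 10 and 100 µM)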; 0.15% of 65,000 active;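 active = inhibition above about 50%, limit read from the data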;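 note: 0% = DMSO max control wells and 100% = wells with enzyme stopped by NaOH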
TNAP act mid DEA = human TNAP enzyme activators, primary screen, biochemical, luminescent, intermediate phosphate acceptor level; 64,000 tested, under 10 active; activation factor at 20 µM; Alkaline phosphatase, tissue-nonspecific isozyme (Homo sapiens), P05186; purified TNAP, CDP-star luminescence, 100 mM DEA, 30 min; hits give high values; scale: 0 levamisole-inhibited, 1 vehicle-only enzyme;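 active = activation factor of at least 2 at 20 µM, relative to controls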
PKA kinase inh = inhibitors of human PKA kinase activity, primary screen, biochemical, ATP-depletion luminescence, Kemptide substrate | inhibition, % at 6 µM | 0.1% of 65,000 active | cAMP-dependent protein kinase catalytic subunit alpha (Homo sapiens), P17612 | PKA Kemptide phosphorylation, Kinase-Glo ATP luminescence;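 active = inhibition above the screen-wide mean inhibition plus 3 SD, cut at about 21% in these data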; note: many of its hits are not listed in these tables
MMP-13 inhibitor = human MMP13 inhibitors, primary screen, biochemical, FRET peptide cleavage. Collagenase 3 (Homo sapiens), P45452. MMP-13 fTHP FRET cleavage, Mca fluorescence. inhibition, % at 4 µM. 0.07% of 65,000 active;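 active = inhibition above the mean of compound-free control plate wells plus 3 SD, cut at about 14% in these data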;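 note: 0% = DMSO wells and 100% = wells with reference MMP-13 inhibitor after basal subtraction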
Cdc25B inh = inhibitors of Cdc25B phosphatase catalytic domain, primary screen, biochemical, OMFP fluorescence; recombinant Cdc25B, OMFP fluorescence Ex485/Em525; 0.1% of 65,000 active; inhibition, %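 (compounds tested at 10 µM final in the well)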; AID 368, 2006; M-phase inducer phosphatase 2 (Homo sapiens), P30305; in the data active = inhibition above about 50%
An asterisk follows results filed as active; i = inactive; . = no result given; [ ] = dose if it differs, or a comment.

1: CCCCC(CC)Cn1c(N)c(C#N)c2nc3ccccc3nc21 (configuration not stated)
2: CCOC(=O)CC1(CC(=O)OCC)NC(=O)c2c(C)sc(C(=O)OCC)c2N1
3: COC(=O)CN(n1cnnc1)S(=O)(=O)c1ccccc1
4: Cc1c(-c2ccccc2)sc(N)c1C(=O)N1CCOCC1
5: CCCCC(=O)Nc1nnn(CCC)n1
6: CCC(OC(=O)c1cc2sccc2n1C)C(=O)NCc1ccco1 (configuration not stated)

Screen / compound no.	1	2	3	4	5	6
Jurkat tox 60K	-2	1	-9	2	-4	8
HEK293 NFkB inh	5	12	8	11	4	5
JNK3 inh	0	2	0	-2	-4	6
ROCK2 inh	4	0	4	6	7	3
MKP-1 inh	16	12	7	2	2	-4
TNAP act mid DEA	1	0.9	1	0.9	1	0.9
PKA kinase inh	5	6	3	7	10	13
MMP-13 inhibitor	-269[fluorescence artefact?]	-62[fluorescence artefact?]	1	-17	6	1
Cdc25B inh	1	-5	-7	-4	-6	19

Copied from the list:
entry 2 @ ROCK2 inh: 0
entry 6 @ MKP-1 inh: -4

(more compounds)
7: O=C(OCCN1C(=O)c2ccccc2C1=O)c1cc(S(=O)(=O)N2CCOCC2)ccc1F
8: COc1ccc(OCC(=O)Nc2ccc(C)cc2)cc1
9: O=C(CSc1nccn1-c1ccccc1)N1CCc2ccccc21
10: CCCCOc1ccc(CN2CCCCC2)cc1
11: CN(C)C(=O)COc1ccc2cc(-c3ccccc3)c(=O)oc2c1
12: O=C(NC1CCCCC1)c1cnn2c(C(F)(F)F)cc(-c3ccco3)nc12

Screen / compound no.	7	8	9	10	11	12
Jurkat tox 60K	9	2	4	3	3	.
HEK293 NFkB inh	10	15	-17	3	-14	13
JNK3 inh	7	2	-4	0	2	.
ROCK2 inh	2	4	-2	-3	3	.
MKP-1 inh	19	5	2	0	-2	37
TNAP act mid DEA	0.9	0.9	0.9	0.9	0.8	1
PKA kinase inh	2	0	1	-6	3	7
MMP-13 inhibitor	-1	0	-1	8	i[fluorescence artefact?]	-6
Cdc25B inh	0	-12	12	-7	-4	-3

Entries of single compounds, quoted from the list:
Entry for O=C(NC1CCCCC1)c1cnn2c(C(F)(F)F)cc(-c3ccco3)nc12 → Jurkat tox 60K: .; HEK293 NFkB inh: 13; JNK3 inh: .; ROCK2 inh: .; MKP-1 inh: 37; TNAP act mid DEA: 1; PKA kinase inh: 7; MMP-13 inhibitor: -6; Cdc25B inh: -3
Entry for COc1ccc(OCC(=O)Nc2ccc(C)cc2)cc1 → Jurkat tox 60K: 2; HEK293 NFkB inh: 15; JNK3 inh: 2; ROCK2 inh: 4; MKP-1 inh: 5; TNAP act mid DEA: 0.9; PKA kinase inh: 0; MMP-13 inhibitor: 0; Cdc25B inh: -12
Entry for CCC(OC(=O)c1cc2sccc2n1C)C(=O)NCc1ccco1 (configuration not stated) → Jurkat tox 60K: 8; HEK293 NFkB inh: 5; JNK3 inh: 6; ROCK2 inh: 3; MKP-1 inh: -4; TNAP act mid DEA: 0.9; PKA kinase inh: 13; MMP-13 inhibitor: 1; Cdc25B inh: 19

Other entries follow:
13: CC1CCN(c2nc3c(c(=O)n(C)c(=O)n3C)n2CCSc2ncccn2)CC1
14: Cc1nnc(SCCn2c(N3CCCC(C)C3)nc3c2c(=O)[nH]c(=O)n3C)s1 (configuration not stated)
15: CCOc1ccc(OCC)c(NC(=O)CN2CCN(c3cccc(C)c3C)CC2)c1
16: Cc1cc(C(F)F)n2ncc(C(=O)N3CCc4ccccc4C3)c2n1
17: CSc1n[nH]c(NC2=CC(=O)CCC2)n1
18: Cc1ccc(S(=O)(=O)CCc2ccccn2)cc1

Screen / compound no.	13	14	15	16	17	18
Jurkat tox 60K	0	2	.	0	-5	2
HEK293 NFkB inh	7	-8	10	3	2	10
JNK3 inh	2	3	.	0	8	-2
ROCK2 inh	-1	9	.	5	5	4
MKP-1 inh	11	12	5	22	-21	0
TNAP act mid DEA	1	0.9	0.9	0.9	0.8	0.9
PKA kinase inh	-2	1	-6	3	2	1
MMP-13 inhibitor	-2	5	3	-5	0	0
Cdc25B inh	-7	4	-10	-4	0	-6

3 compounds already listed, arranged by the value under MKP-1 inh, smallest number first.
No.	compound	MKP-1 inh
17	CSc1n[nH]c(NC2=CC(=O)CCC2)n1	-21
15	CCOc1ccc(OCC)c(NC(=O)CN2CCN(c3cccc(C)c3C)CC2)c1	5
13	CC1CCN(c2nc3c(c(=O)n(C)c(=O)n3C)n2CCSc2ncccn2)CC1	11

(cont.)
19: CC(=O)N1c2c(cc(Br)cc2S(=O)(=O)NCc2ccc3c(c2)OCO3)CC1C (configuration not stated)
20: CCOc1c(S(=O)(=O)N2CCCC2)ccc(Cl)c1Cl
21: Cc1ccc(-n2ncc3c(NCCCN4CCCC4=O)ncnc32)c(C)c1
22: Cn1cnnc1SCC(=O)Nc1sc2c(c1C(N)=O)CCC2
23: FC(F)(F)c1cc(-c2ccco2)nc(NCc2ccco2)n1
24: COc1cccc(-c2nnc(SCCC(=O)O)n2C)c1

Screen / compound no.	19	20	21	22	23	24
Jurkat tox 60K	.	0	.	1	.	-8
HEK293 NFkB inh	24	22	.	15	18	12
JNK3 inh	.	-6	-8	-10	.	-1
ROCK2 inh	.	5	4	1	.	7
MKP-1 inh	-4	14	-21	41	12	-23
TNAP act mid DEA	0.9	0.9	1	0.9	0.9	0.9
PKA kinase inh	2	10	2	-1	4	9
MMP-13 inhibitor	-6	-5	-6	-2	-4	0
Cdc25B inh	-8	-1	-16	19	0	-2

25: O=C(NCCc1ccccc1)C1CCCN(S(=O)(=O)c2cccc3nonc23)C1 (configuration not stated)
26: CNc1nc(SCC(=O)OC)nc(N2CCOCC2)n1
27: CC(C)CNS(=O)(=O)c1ccc(S(=O)(=O)N2CCCN(Cc3ccccc3)C2)cc1
28: COCc1cc(=O)n2[nH]c(-c3cccc(Br)c3)cc2n1
29: CCOc1ccc(NC(=O)N2CCC(n3c(=O)[nH]c4ccccc43)CC2)cc1
30: Cc1cccc(C)c1NC(=O)N1C2CCCC1CC(NC(=O)C(C)(C)C)C2 (configuration not stated)

Screen / compound no.	25	26	27	28	29	30
Jurkat tox 60K	.	.	-3	-6	0	3
HEK293 NFkB inh	18	12	5	-23	4	10
JNK3 inh	.	.	4	4	-1	-6
ROCK2 inh	.	.	-2	5	8	-1
MKP-1 inh	-4	2	-4	8	19	11
TNAP act mid DEA	0.9	1	0.9	1.1	1	1
PKA kinase inh	-4	7	1	8	9	7
MMP-13 inhibitor	3	3	-2	-18	-2	-5
Cdc25B inh	-3	-5	-6	-8	-13	-7

31: S=c1nc(-c2ccccc2)n(Cc2ccco2)c2c1CCCC2
32: CC(C)CCn1c(CN(C)Cc2ccccc2)nc2c1c(=O)n(C)c(=O)n2C
33: Cc1cc(N2CCC(C(=O)NC3CCCCC3)CC2)nc(-c2ccccc2)n1
34: NS(=O)(=O)c1ccc(CCNC(=O)C2CCCN2C(=O)OCc2ccccc2)cc1 (configuration not stated)
35: CCn1c(N2CCN(CC(=O)c3ccc(OC)cc3)CC2)nc2ccccc21
36: O=c1c(-c2ccc(F)cc2)coc2c3c(ccc12)OCCO3

Screen / compound no.	31	32	33	34	35	36
Jurkat tox 60K	4	11	-2	3	-1	-1
HEK293 NFkB inh	9	10	8	1	19	-37
JNK3 inh	3	-3	2	3	3	4
ROCK2 inh	2	9	4	2	3	-3
MKP-1 inh	5	28	9	-7	6	17
TNAP act mid DEA	0.9	1	1	.	0.9	0.8
PKA kinase inh	8	0	11	4	3	4
MMP-13 inhibitor	-5	0	-1	4	0	-2
Cdc25B inh	-6	-17	-1	4	-2	-16

37: COc1ccc(C)cc1-n1nnnc1SCn1nnc2ccccc2c1=O
38: COc1ccc2cc(CN(CCc3ccccc3)Cc3nnnn3CC3CCCO3)c(=O)[nH]c2c1 (configuration not stated)
39: COC(=O)C(C(=O)NCC1CCCO1)C1CCCCCC1 (configuration not stated)
40: Cc1ccc2cc(CN(Cc3cccs3)C(=O)c3ccco3)c3nnnn3c2c1C
41: O=C(Cc1cn2ccsc2n1)OCc1nc2ccccc2s1
42: N=c1c2c(-c3ccccc3)c(-c3ccccc3)oc2ncn1CCCN1CCOCC1

Screen / compound no.	37	38	39	40	41	42
Jurkat tox 60K	8	3	0	-3	-1	0
HEK293 NFkB inh	7	2	17	4	3	14
JNK3 inh	2	-7	-2	4	5	0
ROCK2 inh	0	-1	0	5	3	4
MKP-1 inh	-3	10	9	12	9	-9
TNAP act mid DEA	0.9	1	0.9	0.9	1	0.8
PKA kinase inh	-1	5	7	9	5	4
MMP-13 inhibitor	4	-5	6	3	-3	-33
Cdc25B inh	-14	-10	-4	-11	-6	-1

43: CN(C)c1nc(-c2ccccc2)c2cnn(Cc3ccccc3)c2n1
44: Cc1ccccc1-c1nnc(SCc2ccccc2F)o1
45: COc1cccc(-c2nnc(SCC(=O)N3CC(C)CC(C)C3)o2)c1 (configuration not stated)
46: CCCOC(=O)c1c(N)sc2c1CCC2
47: O=S(=O)(Cc1ccccc1)N1CCC(c2nc(-c3cccs3)no2)CC1
48: COc1cc(Cl)ccc1NC(=O)COc1ccccc1C(=O)N1CCN(c2ccc(O)cc2)CC1

Screen / compound no.	43	44	45	46	47	48
Jurkat tox 60K	1	-5	-1	-3	0	-4
HEK293 NFkB inh	8	-44	13	15	13	9
JNK3 inh	-7	1	-4	4	6	7
ROCK2 inh	0	5	-1	5	7	6
MKP-1 inh	2	-2	-8	14	-13	39
TNAP act mid DEA	1	0.9	1	0.9	1.2	0.9
PKA kinase inh	7	6	5	10	5	6
MMP-13 inhibitor	-40[fluorescence artefact?]	0	1	4	-20	3
Cdc25B inh	-21	-25	1	8	6	1

49: Cc1ccc(C)c2[nH]c(=O)c(CN(CCN3CCCC3)C(=O)Nc3ccc(F)cc3)cc12
50: Cc1noc(C)c1CSCC(=O)N1CCN(c2ccc(F)cc2)CC1
51: CN1CCN(S(=O)(=O)c2cccc(C(=O)N(c3ccccn3)C3CCCCC3)c2)CC1
52: CCC(C)Sc1nc2c([nH]c3ccccc32)c(=O)n1C (configuration not stated)

Screen / compound no.	49	50	51	52
Jurkat tox 60K	18	13	.	-4
HEK293 NFkB inh	18	12	13	7
JNK3 inh	-2	-6	.	1
ROCK2 inh	-8	3	.	4
MKP-1 inh	12	7	3	11
TNAP act mid DEA	0.9	0.9	0.9	0.9
PKA kinase inh	-6	6	-4	7
MMP-13 inhibitor	-2	2	0	2
Cdc25B inh	0	-8	-13	-28

An unsorted share of the library, and some 1.9% of all compounds hit somewhere here.
